Assay outcomes: PubChem, several laboratories
bCat KO growth: beta-catenin-lacking colon tumor cell growth suppression | HCT116 beta-catenin knockout viability, CellTiter-Glo, 60 h; active compounds read low | viability, % at 10 µM | 1.5% of 140,000 active;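 active = viability at or under a set limit, the compound median less 4 SD, cut at about 6% in these data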;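 note: 0% = Hyamine 1622 control at 20 µM and 100% = untreated cell control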
Yeast growth inh: yeast BB579 growth reduction in restrictive medium; S. cerevisiae BB579 growth, OD615, 48 h; inhibition, % at 10 µM; 0.51% of 140,000 active;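 active = inhibition above a set limit, 3 SD over the mean compound inhibition, cut at about 44% in these data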; note: inactives centre near -24
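Test system: DeaD yeast strain BB579 / Buffer or medium: restrictive glucose-based CSMM-D medium / Doses: single 10 µM dose / Schedule: 4 h cell preincubation, 48 h compound exposure, 30 °C humidified / Technique: culture absorbance at 615 nm / Controls: amphotericin B positive control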
Phagocytosis inh: macrophage phagocytosis inhibition. J774A.1 macrophage IgG-bead phagocytosis, imaging. 0.07% of 110,000 active. inhibition, % at 5 µM;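 active = inhibition above the mean of the plate negative controls plus 5 SD, cut at about 13% in these data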;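 note: phagocytic index as fraction of beads internalized from green versus red external bead signal; plate controls were DMSO negative control for no effect and cytochalasin-D positive control for full effect; some results beyond the cut were filed as inactive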
NPY-Y2 antag: blocks the human neuropeptide Y Y2 receptor; AID 793; P49146; NPY-Y2 expressing cells, antagonist mode; 0.99% of 140,000 active; inhibition, % at 2.7 µM; in the data active = inhibition above about 17%;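 note: 0% = vehicle with agonist challenge and 100% = reference antagonist with challenge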
Target sequence (P49146 whole entry, looked up): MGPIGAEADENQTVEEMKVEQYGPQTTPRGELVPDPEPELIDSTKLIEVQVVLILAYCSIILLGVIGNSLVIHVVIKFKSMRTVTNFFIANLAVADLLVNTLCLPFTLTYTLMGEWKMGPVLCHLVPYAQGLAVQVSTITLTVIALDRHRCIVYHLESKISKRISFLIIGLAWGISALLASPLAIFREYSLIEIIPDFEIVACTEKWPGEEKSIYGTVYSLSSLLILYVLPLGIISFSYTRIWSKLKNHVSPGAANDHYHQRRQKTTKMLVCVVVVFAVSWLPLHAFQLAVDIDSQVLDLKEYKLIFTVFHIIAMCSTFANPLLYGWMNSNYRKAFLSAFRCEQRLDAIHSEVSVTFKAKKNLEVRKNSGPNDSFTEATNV
PTEN del growth: PTEN-deleted cell growth suppression. HCT116 PTEN-null viability, CellTiter-Glo, 60 h; active compounds read low. 1.2% of 140,000 active. AID 827. viability, % at 10 µM;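 active = viability at or below a set limit, 4 SD under the median of all tested compounds, cut at about 3.7% in these data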;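 note: PTEN knockout HCT116 line with beta catenin targeted HCT116 as companion control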
E-sel TNF inh: blocks E-selectin expression induced by TNF alpha. HUVEC TNFa-induced E-selectin immunofluorescence, high content. inhibition, % at 2 µM. 0.71% of 120,000 active;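 active = inhibition above the batch mean plus 3 SD, and confirmed as a hit on visual image review, cut at about 43% in these data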;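 note: 0% = TNF-stimulated DMSO wells and 100% = unstimulated control wells; not every result past the cut was called active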
MRP1 act: activates MRP-1 | H69AR cells + doxorubicin, viability rescue, CellTiter-Glo | viability increase, % at 10 µM | 0.61% of 140,000 active;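 active = viability gain under doxorubicin at or above a set limit, the compound median plus 3 SD, cut at about 4.7% in these data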;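 note: MRP-1 overexpressing cells given doxorubicin 25 µM after compound pretreatment; 18-22 h compound pretreatment then 72 h with doxorubicin before readout; 0% = doxorubicin-only wells and 100% = vehicle-treated cells without doxorubicin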
GALR2 antag: blocks the human galanin receptor 2. AID 828. O43603. 0.39% of 140,000 active. GALR2-expressing cells, antagonist mode. inhibition, % at 4 µM; in the data active = inhibition above about 27%;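 note: cells stimulated with galanin 1-16 at roughly its EC80; 0% = agonist challenge control and 100% = basal control without agonist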
Target sequence (O43603 whole entry, looked up): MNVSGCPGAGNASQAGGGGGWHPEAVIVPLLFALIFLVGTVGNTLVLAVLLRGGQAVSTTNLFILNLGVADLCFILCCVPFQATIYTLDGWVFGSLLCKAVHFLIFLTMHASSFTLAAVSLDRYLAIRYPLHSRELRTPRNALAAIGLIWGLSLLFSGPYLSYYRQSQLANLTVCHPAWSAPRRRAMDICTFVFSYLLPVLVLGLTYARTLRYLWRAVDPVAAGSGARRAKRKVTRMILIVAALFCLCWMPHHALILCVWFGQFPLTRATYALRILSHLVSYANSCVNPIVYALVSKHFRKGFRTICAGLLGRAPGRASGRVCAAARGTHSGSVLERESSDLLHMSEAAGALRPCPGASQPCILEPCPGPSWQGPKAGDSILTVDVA
Yeast life ext: yeast lifespan extension; S. cerevisiae growth with nicotinamide, OD615; deaD strain in restrictive glucose medium; inhibition of the nicotinamide effect, % at 10 µM; 0.68% of 130,000 active;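 active = inhibition above a set limit, placed 3 SD over the median of all compounds, cut at about 26% in these data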;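 note: 0% = nicotinamide-treated wells and 100% = cells grown without nicotinamide; some compounds called inactive have numbers as strong as hits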
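Assay system: engineered S. cerevisiae DeaD replicative-lifespan strain, galactose-grown log-phase cells; Buffer or medium: CSMM-D glucose medium, restrictive; Probe or stimulus: nicotinamide 1.5 mM; Compound: single dose 10 µM compound, 0.25% DMSO; Schedule: 4 h preincubation then 48 h treatment at 30 °C; Technique: OD615 measurement.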
Measles CPE: protection of cells from measles virus. Measles virus-infected cells, CPE protection, absorbance. protection (pct of control), % at 4 µM. 1.5% of 140,000 active; in the data active = protection mostly above about 24%, no sharp cut-off; inactive = mostly below about 26%; note: some compounds called inactive have numbers as strong as hits
An asterisk follows results filed as active; x = not tested or not shown.

1) O=C(Nc1ccccc1F)c1ccc(CNS(=O)(=O)c2cccc(C(F)(F)F)c2)cc1
2) CC(C)CC(=O)N1CCC(N2CCN(c3ccccc3)CC2)CC1
3) O=C(Nc1ccc(CN2CCCCC2)cc1)c1ccc(Br)o1
4) CCCc1nn(C)c2c1C(c1ccncc1)C(C#N)=C(N)O2 (stereo not given)
5) O=C(O)CCS(=O)(=O)c1cccc2cccnc12
6) Cc1cc2ccccc2nc1SCC(=O)N1CCCC1
7) CC(C)C(OC(=O)c1cc2sccc2n1C)C(=O)NCC1CCCO1 (stereo not given)
8) Cc1cnc(NC(=O)C2=C(O)c3ccccc3S(=O)(=O)N2C)s1
assay / entry | 1 | 2 | 3 | 4 | 5 | 6 | 7 | 8
bCat KO growth | 110.4 | 100.3 | 91.7 | 93.3 | 92.6 | 103.5 | 99.0 | 99.3
Yeast growth inh | -41.0 | -27.3 | -20.2 | -2.7 | -35.4 | -5.0 | -5.6 | -30.7
Phagocytosis inh | -1.4 | 0.9 | -2.1 | -0.5 | 1.6 | -2.6 | -0.5 | x
NPY-Y2 antag | 5.6 | -1.8 | 2.0 | 0.2 | 1.4 | 8.0 | -2.4 | 2.2
PTEN del growth | 99.8 | 95.7 | 95.8 | 98.9 | 108.4 | 87.7 | 88.9 | 112.6
E-sel TNF inh | 13.6 | 36.7 | -15.5 | x | 26.2 | 12.6 | -14.6 | x
MRP1 act | -1.5 | 0.2 | -3.0 | -1.3 | 1.4 | -0.3 | -0.5 | -0.8
GALR2 antag | -1.0 | -7.3 | -10.9 | 11.2 | 7.3 | -12.7 | -7.2 | 9.0
Yeast life ext | -9.3 | 3.4 | -6.0 | -10.5 | -2.1 | -4.9 | -9.9 | 6.3
Measles CPE | 5.6 | 3.6 | 4.2 | 39.8* | 14.6 | 8.7 | 26.4 | 32.3

9) COC(=O)c1c(NC(=O)c2ccco2)sc(C(=O)N2CCCC2)c1C
10) Cc1onc(-c2ccccc2)c1C(=O)NCCc1c[nH]c2ccccc12
11) CC1(C)OC(=O)CC1C(=O)NCc1ccccc1 (stereo not given)
12) CC(C)CC(=O)Nc1ccc(F)c(Cl)c1
13) O=C(Nc1ccccc1)c1sc(Cl)nc1-c1ccccc1
14) COc1ccc(NC(=O)CSc2nnc(Cn3c(=O)sc4ccccc43)n2C)cc1OC
15) CC(NC(=O)CCSCCC(=O)NC(C)c1ccccc1)c1ccccc1 (stereo not given)
16) Cc1cc(C)nc(NC2=NCCN2C(=O)NC2CCCCC2)n1
assay / entry | 9 | 10 | 11 | 12 | 13 | 14 | 15 | 16
bCat KO growth | 89.1 | 90.2 | 98.1 | 97.4 | 76.5 | 96.7 | 78.9 | 97.2
Yeast growth inh | -56.0 | -19.8 | -0.3 | -39.6 | -35.2 | -35.0 | -29.4 | -31.4
Phagocytosis inh | -1.0 | x | -0.2 | -0.9 | -7.1 | x | -3.3 | -2.2
NPY-Y2 antag | 1.6 | -1.8 | 1.1 | 4.8 | 0.3 | 8.9 | 4.2 | 1.4
PTEN del growth | 96.5 | 101.2 | 93.1 | 89.1 | 89.2 | 93.4 | 97.3 | 97.5
E-sel TNF inh | 29.2 | -38.0 | 3.0 | -6.7 | x | -27.6 | 29.7 | -10.5
MRP1 act | -1.4 | -1.5 | 0.1 | -0.5 | -3.9 | -1.8 | -2.8 | -2.7
GALR2 antag | 5.4 | 10.6 | 11.7 | 12.5 | -4.0 | 6.2 | -3.7 | -3.2
Yeast life ext | -12.6 | -5.6 | -5.7 | -2.3 | -2.9 | -0.6 | 1.5 | -4.2
Measles CPE | 2.8 | 9.0 | 8.0 | 1.5 | 9.7 | 8.6 | 6.0 | 18.1

Some of the entries above in another layout:
nr	smiles	bCat KO growth	Yeast growth inh	Phagocytosis inh	NPY-Y2 antag	PTEN del growth	E-sel TNF inh	MRP1 act	GALR2 antag	Yeast life ext	Measles CPE
8	Cc1cnc(NC(=O)C2=C(O)c3ccccc3S(=O)(=O)N2C)s1	99.3	-30.7	x	2.2	112.6	x	-0.8	9.0	6.3	32.3
9	COC(=O)c1c(NC(=O)c2ccco2)sc(C(=O)N2CCCC2)c1C	89.1	-56.0	-1.0	1.6	96.5	29.2	-1.4	5.4	-12.6	2.8
10	Cc1onc(-c2ccccc2)c1C(=O)NCCc1c[nH]c2ccccc12	90.2	-19.8	x	-1.8	101.2	-38.0	-1.5	10.6	-5.6	9.0
11	CC1(C)OC(=O)CC1C(=O)NCc1ccccc1 (stereo not given)	98.1	-0.3	-0.2	1.1	93.1	3.0	0.1	11.7	-5.7	8.0
12	CC(C)CC(=O)Nc1ccc(F)c(Cl)c1	97.4	-39.6	-0.9	4.8	89.1	-6.7	-0.5	12.5	-2.3	1.5
13	O=C(Nc1ccccc1)c1sc(Cl)nc1-c1ccccc1	76.5	-35.2	-7.1	0.3	89.2	x	-3.9	-4.0	-2.9	9.7
14	COc1ccc(NC(=O)CSc2nnc(Cn3c(=O)sc4ccccc43)n2C)cc1OC	96.7	-35.0	x	8.9	93.4	-27.6	-1.8	6.2	-0.6	8.6
15	CC(NC(=O)CCSCCC(=O)NC(C)c1ccccc1)c1ccccc1 (stereo not given)	78.9	-29.4	-3.3	4.2	97.3	29.7	-2.8	-3.7	1.5	6.0
16	Cc1cc(C)nc(NC2=NCCN2C(=O)NC2CCCCC2)n1	97.2	-31.4	-2.2	1.4	97.5	-10.5	-2.7	-3.2	-4.2	18.1

Later entries
17) Cc1ccc(OC(=O)C23CC4CC(CC(C4)C2)C3)c(C)n1
18) COc1cc(OC)cc(C(=O)n2cnnc2N)c1
19) COc1ccc(CN=CC2=C(O)CC(C)(C)CC2=O)cc1
20) CCCCNC(=S)NC1CCCC1
21) COC(=O)c1sccc1NC(=S)N1CCCCC1
22) CCCCc1nc2sc3c(=O)n(N)cnc3c2c2c1CCCC2
23) Fc1ccccc1/C=N/Nc1nn[nH]n1
24) O=C(Cn1cnc2ccccc2c1=O)NCCC(=O)N1CCN(c2ccccc2)CC1
25) CC(C)(C)NC(=O)C(c1cccs1)N(CC1CCCO1)C(=O)Cn1nnc(-c2cccs2)n1 (stereo not given)
26) c1ccc(CSc2n[nH]c(-c3ccco3)n2)cc1
assay / entry | 17 | 18 | 19 | 20 | 21 | 22 | 23 | 24 | 25 | 26
bCat KO growth | 81.5 | 111.9 | 94.9 | 88.6 | 96.5 | 41.7 | 98.7 | 102.6 | 94.2 | 86.8
Yeast growth inh | -16.1 | -57.9 | -40.4 | -19.6 | 21.2 | -15.3 | -1.9 | -25.5 | -17.1 | -4.5
Phagocytosis inh | -12.8 | 1.0 | -0.1 | -7.3 | -1.3 | 1.3 | -0.6 | 7.1 | -0.6 | 2.7
NPY-Y2 antag | 2.3 | -0.4 | 1.5 | 2.4 | 4.4 | 3.1 | -0.4 | 0.9 | 2.7 | 0.2
PTEN del growth | 88.0 | 113.3 | 96.0 | 95.4 | 96.3 | 41.7 | 85.5 | 103.6 | 87.3 | 97.8
E-sel TNF inh | -5.8 | 8.0 | x | -41.6 | -2.8 | 10.3 | x | 22.6 | -11.5 | 37.3
MRP1 act | 1.3 | -0.6 | 0.1 | -0.5 | -2.4 | -5.7 | -1.2 | -0.2 | 0.5 | 0.1
GALR2 antag | 2.1 | -4.2 | -0.1 | 4.3 | -2.8 | 2.5 | 7.0 | -12.0 | -0.5 | 2.1
Yeast life ext | 22.1 | -9.8 | 13.2 | -1.8 | -6.8 | 1.6 | -11.4 | -8.1 | -9.3 | -17.5
Measles CPE | 8.7 | 9.3 | 11.8 | 11.9 | 6.6 | 3.3 | 2.4 | 12.3 | 1.9 | 13.6
